S1P3 antag – antagonists of human S1P3 receptor; CHO S1P3 NFAT-BLA reporter, FRET fluorescence, antagonist mode; inhibition, % at 4.98 µM; 0.27% of 170,000 active; AID 485;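 active = inhibition above the plate cutoff, the mean inhibition of test wells on that plate plus 3 SD, cut at about 28% in these data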;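 note: cells challenged with S1P at its EC80 of 0.8 µM; blue over green emission ratio from cleaved BLA substrate after 4 h stimulation; 0% = S1P-stimulated wells and 100% = unstimulated DMSO-only wells; some compounds past the cut are filed as inactive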
Target sequence (Q99500 whole entry, looked up): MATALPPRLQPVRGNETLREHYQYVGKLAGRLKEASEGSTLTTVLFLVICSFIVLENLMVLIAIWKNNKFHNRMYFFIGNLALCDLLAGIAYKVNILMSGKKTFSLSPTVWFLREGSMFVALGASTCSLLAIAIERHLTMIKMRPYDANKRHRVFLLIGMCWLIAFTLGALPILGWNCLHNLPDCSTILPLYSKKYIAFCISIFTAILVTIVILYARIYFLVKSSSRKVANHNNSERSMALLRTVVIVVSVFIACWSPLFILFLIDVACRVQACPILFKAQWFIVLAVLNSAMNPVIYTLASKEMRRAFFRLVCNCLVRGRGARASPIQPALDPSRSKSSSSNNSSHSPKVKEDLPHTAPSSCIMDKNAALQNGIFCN
The depositor's hits bear a star.

S1P3 antag | structure
-8 | C=CCC(CC)C(=O)NC(=O)N1CCCc2ccccc21 (stereo not given)
-10 | O=C(CN1CCCCC1)Nc1ccccc1Oc1ccccc1
-13 | CC1(C)CC(=O)C(N=Nc2cccnc2)=C(O)C1
-7 | Cc1ccsc1/C=N/NC(=O)c1cccnc1
0 | O=c1[nH]nc(SCc2ccccc2Cl)n1-c1ccc2c(c1)OCCO2
0 | CCOC(=O)C1=C(O)C(=O)N(c2ccc(S(N)(=O)=O)cc2)C1c1cccc([N+](=O)[O-])c1 (stereo not given)
-5 | Nc1nc(CCl)nc(Nc2cccc3ccccc23)n1
-1 | Cc1nn(-c2ccc(C(=O)O)cc2)c2c1C(=O)CC(C)(C)C2
-2 | O=C(Nc1cccc(Cl)c1)c1cc(F)cc2c1OCOC2
-14 | O=C(Nc1ccc(Oc2ncnc3cc(Cl)ccc23)nc1)c1ccc(F)cc1
-59 | CC(=O)Nc1ccc(-c2nn3c(C)nnc3s2)cc1C
1 | O=C(NC(=S)Nn1cnnc1)c1ccccc1Br
-7 | CCC1=NN2C(=N)/C(=C/c3cc(C)n(Cc4ccccc4)c3C)C(=O)N=C2S1
2 | S=c1nc[nH]c2c1ncn2C1CCCO1 (stereo not given)
1 | O=C(Nc1ccc2[nH]ccc2c1)c1cccs1
-4 | COc1ccccc1N1CCN(S(=O)(=O)c2cc(C(F)(F)F)cc(C(F)(F)F)c2)CC1
-10 | CC(=C/c1ccccc1)/C=N/N1CCN(Cc2ccc(C)cc2)CC1
2 | COc1ccccc1N1CCN(/N=C/C=C/c2ccccc2[N+](=O)[O-])CC1
11 | COc1ccc2[nH]c(C(=O)Nc3ncc(C)cc3Br)cc2c1
8 | CCOc1cc(/C=N/NC(=O)C(=O)NCC2CCCO2)ccc1OCC(=O)N1CCOCC1 (stereo not given)
-6 | O=C(NC(=S)Nc1ccccc1N1CCCC1)c1cccs1
16 | CC(C)c1ccc(C(O)P(=O)(OCc2ccccc2)c2ccc(N(C)C)cc2)cc1 (stereo not given)
3 | Cc1[nH]n(-c2ccc(Cl)cc2)c(=O)c1N=Nc1cccnc1
-2 | CN(C(=O)Cn1nnc(-c2cccnc2)n1)C1CCCCC1
-13 | Cc1cc(C(=O)NCc2ccc3c(c2)OCO3)c(C)o1
5 | O=[N+]([O-])c1ccc(/C=[N+](\[O-])CCO)o1
11 | COc1ccc(C2CC(c3ccccc3OC(C)=O)=NN2C(C)=O)cc1 (stereo not given)
17 | CC(C)CCn1c2ccccc2c2cc(CC(N)=O)ccc21
6 | O=C(NNC1=NCCCCC1)Nc1ccc(Cl)cc1
-8 | O=C(NNc1cc(Cl)ccc1Cl)C1CCC1
4 | O=C(Nc1ccccc1)N1CCc2c([nH]c3ccccc23)C1C(F)(F)F (stereo not given)
6 | O=C(NC(=S)Nc1ccc2oc(=O)ccc2c1)c1ccccc1F
4 | COCCCNC(=S)NNC(=O)c1ccc(C(C)(C)C)cc1
-17 | CCN(CC)C(=O)CSc1n[nH]c(=S)n1N
-3 | CCNCCC(CCC(C)C)c1ccc2c(c1)OCO2 (stereo not given)
-2 | COc1ccc(/C=N/NC(=O)c2c(C)nc3ccccn23)cc1[N+](=O)[O-]
-17 | CCCC1=C(C(=O)OCC)C(c2cccs2)n2ncnc2N1 (stereo not given)
-8 | COc1ccc(C2=NOC(C(=O)Nc3cc(C)on3)C2)cc1OC (stereo not given)
-1 | CCOc1ccc(CN(C(=O)c2cc3ccccc3oc2=O)C2CCS(=O)(=O)C2)cc1 (stereo not given)
10 | O=C(c1ccc(F)cc1)C1CCN(Cc2cn[nH]c2-c2ccccc2)CC1
4 | COCCCNC(=O)CN(c1cc(C(F)(F)F)ccc1Cl)S(C)(=O)=O
-9 | COC(=O)Cc1ccc(NC(=S)NC2CC2)cc1
-11 | CC12CN(C(=O)c3ccccc3Br)CC(C)(CN(C(=O)c3ccccc3Br)C1)C2=O
1 | O=C(Cn1nnc(-c2cc(C(F)(F)F)cc(C(F)(F)F)c2)n1)NNC(=S)Nc1ccc(Cl)cc1
14 | CCOC(=O)/C(C#N)=C/c1cccc([N+](=O)[O-])c1

Some of the entries above in a different format.
molecule | S1P3 antag
O=[N+]([O-])c1ccc(/C=[N+](\[O-])CCO)o1 | 5
COc1ccc(C2CC(c3ccccc3OC(C)=O)=NN2C(C)=O)cc1 (stereo not given) | 11
CC(C)CCn1c2ccccc2c2cc(CC(N)=O)ccc21 | 17
O=C(NNC1=NCCCCC1)Nc1ccc(Cl)cc1 | 6
O=C(NNc1cc(Cl)ccc1Cl)C1CCC1 | -8
O=C(Nc1ccccc1)N1CCc2c([nH]c3ccccc23)C1C(F)(F)F (stereo not given) | 4
O=C(NC(=S)Nc1ccc2oc(=O)ccc2c1)c1ccccc1F | 6
COCCCNC(=S)NNC(=O)c1ccc(C(C)(C)C)cc1 | 4
CCN(CC)C(=O)CSc1n[nH]c(=S)n1N | -17
CCNCCC(CCC(C)C)c1ccc2c(c1)OCO2 (stereo not given) | -3
COc1ccc(/C=N/NC(=O)c2c(C)nc3ccccn23)cc1[N+](=O)[O-] | -2
CCCC1=C(C(=O)OCC)C(c2cccs2)n2ncnc2N1 (stereo not given) | -17
COc1ccc(C2=NOC(C(=O)Nc3cc(C)on3)C2)cc1OC (stereo not given) | -8
CCOc1ccc(CN(C(=O)c2cc3ccccc3oc2=O)C2CCS(=O)(=O)C2)cc1 (stereo not given) | -1
O=C(c1ccc(F)cc1)C1CCN(Cc2cn[nH]c2-c2ccccc2)CC1 | 10
COCCCNC(=O)CN(c1cc(C(F)(F)F)ccc1Cl)S(C)(=O)=O | 4
COC(=O)Cc1ccc(NC(=S)NC2CC2)cc1 | -9
CC12CN(C(=O)c3ccccc3Br)CC(C)(CN(C(=O)c3ccccc3Br)C1)C2=O | -11
O=C(Cn1nnc(-c2cc(C(F)(F)F)cc(C(F)(F)F)c2)n1)NNC(=S)Nc1ccc(Cl)cc1 | 1
CCOC(=O)/C(C#N)=C/c1cccc([N+](=O)[O-])c1 | 14

Remaining list, next part:
S1P3 antag | structure
-22 | O=C(NCCN1CCOCC1)c1cc(S(=O)(=O)Nc2ccccc2F)c(Cl)cc1Cl
-7 | NC(=S)Nc1ccc(F)cc1F
-3 | CCOC(=O)NNc1ccc2nonc2c1[N+](=O)[O-]
-4 | CN(C(=O)c1cnccn1)c1nnc(-c2cccnc2)s1
-25 | Cn1c(C(=O)N2CCN(c3ccccc3F)CC2)cc2c(=O)n(C)c3ccccc3c21
-6 | CSc1nnc(-c2ccc(C(F)(F)F)cn2)o1
12 | CC(=O)c1cccc(Nc2cc(C)nc3ccccc23)c1
5 | Nc1cccc2nsnc12
-2 | CN(CCO)CCC(=O)NC1(C)CS(=O)(=O)CC1S(=O)(=O)O (stereo not given)
-1 | O=C(O)CCCNC(=O)CCCn1nnc2ccccc2c1=O
2 | Cc1[nH]c(=O)c(C#N)c(C)c1Cl
-9 | O=C(NCCCCCc1nc2ccccc2[nH]1)c1ccccc1Cl
15 | COc1ccc(/C=C/C(=O)Nc2ccccc2C)cc1S(=O)(=O)N1CCOCC1
16 | O=[N+]([O-])c1cc(Cl)cc(/C=N/NC(=S)Nc2ccc(S(=O)(=O)N3CCOCC3)cc2)c1O
-5 | COc1cc(-c2cc(C(=O)Nc3ccc(O)cc3)c3ccccc3n2)cc(OC)c1OC
-20 | CSc1ccc(C(=O)C2CCCN(Cc3cccc4nccnc34)C2)cc1 (stereo not given)
-23 | NC(=O)C1CCN(C2=C(NS(=O)(=O)c3ccc(Cl)cc3)C(=O)c3ccccc3C2=O)CC1
24 | CSc1ccccc1NC(=O)Nc1ccccc1Cl
-14 | COc1ccc(OCC(O)CNC(=O)c2ccc(C)cc2)cc1 (stereo not given)
-9 | O=C(O)c1ccc(OCc2cn3ccccc3n2)cc1
1 | Cc1cc(C)n(Cc2ccc(C(=O)NN)o2)n1
-22 | Cc1ccc2cc(C3CC(c4ccco4)=NN3C(=O)CCCC(=O)O)c(Cl)nc2c1 (stereo not given)
-10 | CCCCN1C(=O)N(c2nnc(C(C)(C)C)s2)C(O)C1c1ccc(C)cc1 (stereo not given)
9 | CCCNC(=O)Nc1cccc(NC(C)=O)c1
-5 | CCCCNC(=O)NS(=O)(=O)c1ccc(NC(=O)C(NC(N)=O)C(C)CC)cc1 (stereo not given)
6 | O=C(CNC(=O)c1ccncc1)N/N=C/c1cc(Br)ccc1OCc1ccccc1
8 | COc1ccc(/C=C2\SC(=S)N(N3CCOCC3)C2=O)c(OC)c1
-5 | O=C(NNc1ccccc1C(F)(F)F)c1sccc1Br
-2 | CCOc1ccc(NC(=O)C2CCCN(C)C2)cc1 (stereo not given)
-3 | CN(C)CCOC(=O)CCCCCCCCC(=O)OCCN(C)C
-12 | CN(C)S(=O)(=O)c1ccc(NC(=O)CSc2nnnn2C)cc1
-10 | Cc1nc(C(=O)N/N=C/c2[nH]ncc2Br)cs1
-6 | O=C(NC(=S)Nc1cc(C(F)(F)F)ccc1N1CCOCC1)c1ccco1
-3 | Cc1ccccc1C(=O)NC(C(N)=O)P(=O)(OC(C)C)OC(C)C (stereo not given)
5 | O=C1OCCC1Sc1nnc(-c2ccc(Cl)cc2Cl)o1 (stereo not given)
-2 | O=C(Nc1ccccc1[N+](=O)[O-])c1cc2ccccc2nc1Cl
0 | CC(C)Cn1c(=O)c(C(=O)Nc2ccncc2)c(O)c2ccccc21
1 | CCOC(=O)C1(Cc2ccccc2)CCN(Cc2ccc(C3CCCCO3)s2)CC1 (stereo not given)
-4 | O=C(O)/C=C/C(=O)Nc1c(F)cccc1F
-6 | NC(=O)N/N=C(/CCCCCC/C(=N\NC(N)=O)c1ccccc1)c1ccccc1
-5 | CC(=O)NC1(C(F)(F)F)C(=O)Nc2c1c(=O)[nH]c(=O)n2-c1ccccc1 (stereo not given)
-6 | Nc1cc(C(=O)N/N=C/c2cccc([N+](=O)[O-])c2)n[nH]c1=O
-4 | O=C(Nc1nnc(Cc2ccc([N+](=O)[O-])cc2)s1)c1ccc2c(c1)OCO2
-11 | CCC(=O)Nc1nnc(/C=C/c2ccc(OC)cc2)s1
9 | Cc1[nH]c2ccccc2c1SCc1n[nH]c(=S)n1C
-2 | CC1CC(C)CN(C(=S)SCc2nc(N)nc(Nc3ccccc3)n2)C1 (stereo not given)
-2 | COc1ccc(/C(O)=C2/C(=O)C(=O)N(c3ccccn3)C2c2ccc(OC)c(OC)c2)cc1 (stereo not given)
-12 | O=C1CSC2(N1)C1CC3CC(C1)CC2C3 (stereo not given)
-4 | CC(=O)c1ccc(-c2ccc(/C=C(/Sc3n[nH]c(C)n3)C(=O)O)o2)cc1
12 | CCC(NC(=O)c1ccccc1NC(=O)c1ccco1)C(=O)NNC(=O)c1ccncc1 (stereo not given)
2 | CN(C)S(=O)(=O)c1cccc(NC(=O)CNCc2ccccn2)c1
-11 | O=C(O)[C@H](Cc1ccccc1)NC(=O)N1CCN(c2ccccc2)CC1
4 | O=C(CCN1CCC(c2ccc(Cl)s2)=N1)c1ccc(Cl)s1
0 | COCCN1C2=C(COC(C)(C)C2)C(=S)NC1c1ccccc1 (stereo not given)
-14 | CN(CC(=O)Nc1ccc(F)cc1)CC(=O)Nc1ccc(Cl)c(S(=O)(=O)N2CCOCC2)c1
-8 | O=C1c2cc([N+](=O)[O-])ccc2-c2ncccc21
9 | CCS(=O)(=O)c1cc([N+](=O)[O-])c(Sc2ccccc2N)s1
0 | CCCc1nnc(NC(=O)CCC(=O)N2CCN(S(=O)(=O)c3ccc(F)cc3)CC2)s1
-5 | Cc1nn(CC(=O)N/N=C/c2cccs2)c(C)c1[N+](=O)[O-]
-3 | CCN(CC)C(=O)C1(P(=O)(c2ccccc2)c2ccccc2)CCC1

The listing continues:
S1P3 antag | structure
-4 | CCOC(=O)c1sc(=S)n(Cc2ccccc2)c1C
10 | Cc1ccc(C)c(N2N=C(C(=O)O)CCC2=O)c1
-23 | Cc1cc(C(=O)O/N=C(\N)c2ccncc2)ccc1[N+](=O)[O-]
-6 | Cc1ccc(C(=O)N/C(=C/c2ccccc2)C(=O)NCc2ccncc2)cc1
7 | N#Cc1cnn(-c2cccc(Cl)c2)c1-n1cccc1
1 | CCCN(C(=O)c1cc(S(=O)(=O)N2CCCCC2)ccc1Cl)C1CCS(=O)(=O)C1 (stereo not given)
5 | CCCc1cc(=O)[nH]c(SCC(=O)c2ccc3c(c2)NC(=O)CO3)n1
32* | O=C1N/C(=N\S(=O)(=O)Cc2ccccc2)S/C1=C/c1cc([N+](=O)[O-])ccc1O
-4 | C/C(=N\O)c1ccn(S(=O)(=O)c2ccc(Cl)cc2)c1
-1 | N/C(=N\O)c1ccc(N2CCN(c3ncccc3C(F)(F)F)CC2)nc1
-13 | Cc1ccc(-n2nnnc2-c2cccnc2)cc1
12 | COc1ccc(/C=C2\N=C(C)OC2=O)cc1[N+](=O)[O-]
4 | N/C(=N\OC(=O)c1cccc(Cn2cc(C(F)(F)F)ccc2=O)c1)c1ccc(Cl)cc1
1 | CNC(=S)N/N=C/c1ccco1
4 | CCOC(=O)c1sc(SC)c2c1CCCC2=O
6 | O=C(Nc1ccc(S(=O)(=O)N2CCOCC2)cc1)c1ccc2ncsc2c1
-6 | CNC(=O)Nc1ccc(C2SCCS2)cc1
12 | CCOC(=O)c1ccc(NC(=O)C(=O)NCC2(c3ccc(OC)cc3)CCOCC2)cc1
-16 | Cc1[nH]n(-c2ccccc2)c(=O)c1C=NCc1ccncc1
-9 | CN(CCO)C(=O)C(c1ccccc1)c1ccccc1
-5 | Cc1cc(S(=O)(=O)NCc2ccc(N3CCN(C)CC3)cc2)c(C)s1
-8 | O=C(CN1CCN(S(=O)(=O)c2ccc(Br)cc2)CC1)N/N=C/c1ccncc1
17 | CCOC(=O)c1cc(-c2csc(-c3cccc(Cl)c3)n2)on1
1 | COc1ccc(CCNC(=O)CSc2nc(C)nc3sccc23)cc1OC
-7 | CCOC(=O)CNC(=S)NN(C)C
5 | NC1=NC(=Nc2cccc(S(=O)(=O)N3CCOCC3)c2)c2ccccc21
-4 | CC1CCN(C(=O)c2ccc(N3C(=O)C4CCC(C)CC4C3=O)cc2)CC1 (stereo not given)
-4 | Cc1ccc(OCC(=O)Nc2nnc(-c3ccco3)s2)cc1
6 | COc1ccc(C(CCNCc2ccc(OC)c(OC)c2)c2ccc(F)cc2)cc1 (stereo not given)

This is a subset; the hit share may differ from the screen's.
